Screens deposited in PubChem BioAssay by National Center for Advancing Translational Sciences (NCATS).
KB-3-1 cytotox = KB-3-1 parental cell cytotoxicity; KB-3-1 viability, CellTiter-Glo ATP luminescence, 72 h; Potency, µM (highest dose often 46.1 µM), without a hit: at the highest dose activity change, negative = cytotoxic, usual class: cytotoxic; 400,000 tested, 1.4% active; also: potency is read from the fitted curve at half-maximal effect; % is scaled to controls: 0 for no effect and ±100 for the full control effect; nearly all actives have a fitted effect of over 60% in size
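Cells are dispensed, compounds pinned in, plates held at 37 °C for 72 h, then CellTiter-Glo is added and luminescence read after 10 minutes. Cell line: parental KB-3-1 in phenol-red-free DMEM, 10% FBS.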
ATXN2 expr inh = inhibitors of ATXN2 expression. HEK-293 ATXN2-luciferase reporter, luminescence, 24 h. Potency, µM (titrated, usually from 57 µM), for the others: at the highest dose activity change, negative = inhibition, hits mostly inhibitors. 360,000 tested, 0.72% active. AID 1745845; also: potency is read from the fitted curve at half-maximal effect; % is scaled to controls: 0 for no effect and ±100 for the full control effect; nearly all actives have a fitted effect of over 55% in size
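ATXN2-luciferase reporter cells (luciferase flanked by upstream and downstream ATXN2 gene portions) were treated 24 h at 37 °C with compounds at up to 57 uM. SteadyGlo luminescence gave expression; GF-AFC fluorescence gave viability.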
MCF10A rerep = inducers of DNA re-replication in MCF 10A breast cells | 350,000 tested, 2.9% active | Potency, µM (highest dose often 46.1 µM), for inactives: top-dose activity, positive = re-replication, hits mostly activators | MCF 10A DNA re-replication, Hoechst nuclear intensity, 48 h; also: potency is read from the fitted curve at half-maximal effect; % of control where 0% means no effect; nearly all actives have a fitted effect of over 50% in size
SW480 rerep = DNA re-replication induction in SW480 cells; SW480 DNA re-replication, Hoechst DNA content imaging, 48 h; Potency, µM (highest dose often 46.1 µM), without a hit: at the highest dose re-replication activation, most hits filed as activators; 340,000 tested, 1.8% active; AID 624297; also: potency is read from the fitted curve at half-maximal effect; % of control where 0% means no effect; nearly all actives have a fitted effect of over 55% in size
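Per well, 250 cells were exposed to pinned compound for 48 hr. Nuclear DNA was visualised with Hoechst (40 min, 37 C) and total object intensity recorded by fluorescence scanning.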
HT1080 IDH1KD tx = HT-1080 IDH1 knockdown cell toxicity (counter line); HT-1080 IDH1 knockdown viability, ATP luminescence, 48 h; Potency, µM (titrated, usually from 46.1 µM), inactives show top-dose activity, negative = toxicity, hits mostly cytotoxic; 360,000 tested, 2% active; AID 686971;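 also: potency is read from the fitted curve at half-maximal effect; 0% = DMSO wells and -100% = cell-free medium wells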
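Cytotoxicity counter-line: IDH1KD HT-1080, 48 h, CellTiter-Glo. Curves classed by r2, magnitude and activity.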
HepG2 viability = kills HepG2 cells in TGF-b inhibitor counter-screen | HepG2 CAGA-GFP viability, ATP luminescence, 18 h | Potency, µM (titrated, usually from 46.1 µM), for the others: top-dose activity change, negative = cytotoxicity, usual class: cytotoxic | 410,000 tested, 0.76% active | AID 588856; also: potency is read from the fitted curve at half-maximal effect; some results filed as inactive show a strong effect at the top dose
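HepG2 CAGA-GFP cells (1000/well, DMEM with 1% FBS) received compound, then TGF-beta at 500 pg/mL final, and were incubated 18 hours at 37 degrees C. Viability was read by CellTiter-Glo luminescence. Media-only wells were set as complete cell-killing and DMSO as no toxicity.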
IL1B secr inh = inflammasome signaling inhibition, IL-1 beta readout. THP-1 LPS/ATP IL-1B secretion, AlphaLISA, 16 h; stronger effect = lower value. activity change, % at 57.5 µM. 360,000 tested, 4.7% active; in the data active = activity change below about -50%; inconclusive = mostly about -30% to -49%; also: % is scaled to controls: 0 for no effect and ±100 for the full control effect
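Secreted IL-1B measured by AlphaLISA bead assay after 16 h compound exposure of THP-1 cells; compounds (final up to 57.5 uM) added 1 h before LPS (250 ng/mL) and ATP (1.25 mM) stimulation; lower signal means less secretion.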
ATXN viability = viability counter-screen for ATXN expression inhibitors; 400,000 tested, 0.49% active; Potency, µM (series often up to 56.7 µM), usual class: cytotoxic; S2 cells (HEK-293 line with an ATXN2-luciferase reporter) viability, CellTiter-Fluor protease fluorescence, 24 h; also: potency is read from the fitted curve at half-maximal effect; nearly all actives have a fitted effect of over 40% in size
HT1080-NT tox = kills 2HG-producing HT-1080-NT fibrosarcoma cells | 360,000 tested, 1.6% active | Potency, µM (highest dose often 46.1 µM), for the others: at the highest dose activity, negative = less viability, hits mostly cytotoxic | HT-1080-NT fibrosarcoma viability, CellTiter-Glo ATP luminescence, 48 h | AID 686970;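 also: NT is the 2HG producing partner of a matched IDH1 knockdown line; potency is read from the fitted curve at half-maximal effect; 0% = DMSO-treated cells and -100% = media-only wells without cells; nearly all actives have a fitted effect of over 55% in size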
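Fibrosarcoma NT cells, 750 per well in 5% FBS RPMI, were exposed to compound for 48 hours. Viability: CellTiter-Glo luminescence.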
Starred values were filed as active, the others as inactive; i = inactive; ? = inconclusive; nt = not tested or not shown; [ ] = remark or other dose. Unless noted, calls follow the shape of the dose curve; as a rule, active = well fitted curve in the direction sought with a large enough effect; inconclusive = small, poorly fitted or top-dose-only effect, or another doubt; inactive = no such curve, though single readings can be large; an effect the other way counts as inactive or inconclusive.

SMILES	KB-3-1 cytotox	ATXN2 expr inh	MCF10A rerep	SW480 rerep	HT1080 IDH1KD tx	HepG2 viability	IL1B secr inh	ATXN viability	HT1080-NT tox
Cc1ccc(NC(=S)N/N=C/c2ccc(Cl)c([N+](=O)[O-])c2)cc1	3.5%	-2.7%	?	-6.5%	-4.5%	-33.0%	19.7	?	-4.2%
CCOc1cc(-c2cc(-c3ccc(OC)cc3)nc(N)c2C#N)ccc1O	-4.3%	-5.5%	12.9%	?	-4.1%	-37.6%	-3.6	i	-2.2%
CCc1nnc(NC(=O)c2cc(S(=O)(=O)N3CCOCC3)ccc2N2CCCCC2)s1	?	-16.7%	4.5%	-3.8%	-9.6%	1.2%	-70.4*	i	-2.8%
NC(=O)CCCc1nc(-c2ccccc2)no1	9.7%	37.1%	?	-33.5%	7.9%	-14.4%	15.7	i	18.1%
CN1CCC2CC1c1cc(-c3ccc(C(F)(F)F)cc3)ccc12 (configuration not stated)	1.8%	-32.5%	?	?	4.5%	-42.9%	?	?	2.6%
O=C(NCC(=O)N(c1ccc(F)cc1)C(C(=O)NC1CCCC1)c1cccnc1)c1cccs1 (configuration not stated)	-8.7%	13.2%	0.5%	-1.9%	26.0%	-6.4%	16.6	i	9.0%
Cc1cccc(C)c1NC(=O)C(c1ccccc1)N1CCOCC1 (configuration not stated)	3.8%	10.7%	-0.3%	4.9%	10.8%	4.6%	-23.4	?	20.1%
CCOC(=O)Cn1cnc2c(cnn2-c2ccc(C)c(C)c2)c1=O	4.0%	35.7%[activator]	nt	nt	nt	-1.3%	nt	?	nt
CC1CCc2[nH]c3ccc(C(=O)N4CCCC(C(F)(F)F)C4)cc3c2C1 (configuration not stated)	-19.8%	5.6%	13.0%	?	-23.3%	7.7%	-62.4*	i	-8.3%
COc1cccc(C(=O)Nc2ccncc2)c1OC	-26.2%	nt	9.9%	-10.4%	2.0%	-4.4%	0.0	i	2.0%
O=C(Nc1cc2c3c(c1)CC(=O)N3CCC2)c1ccccc1C(F)(F)F	?	10.7%	-1.3%	-2.2%	12.8%	-2.3%	0.2	i	13.2%
CC(=O)c1cn(CC(=O)NCC2CCCO2)c2ccccc12 (configuration not stated)	0.4%	0.2%	3.5%	-2.9%	-3.1%	-9.1%	35.5	i	-2.2%

An excerpt from above in order of the SW480 rerep value, descending.
Compound | SW480 rerep | IL1B secr inh
CCc1nnc(NC(=O)c2cc(S(=O)(=O)N3CCOCC3)ccc2N2CCCCC2)s1 | -3.8% | -70.4*
Cc1ccc(NC(=S)N/N=C/c2ccc(Cl)c([N+](=O)[O-])c2)cc1 | -6.5% | 19.7
COc1cccc(C(=O)Nc2ccncc2)c1OC | -10.4% | 0.0

New compounds follow:
SMILES	KB-3-1 cytotox	ATXN2 expr inh	MCF10A rerep	SW480 rerep	HT1080 IDH1KD tx	HepG2 viability	IL1B secr inh	ATXN viability	HT1080-NT tox
CC(=O)Nc1c(O)c2ccccc2[nH]c1=O	21.9%	-16.3%	-47.9%[inhibitor]	-1.2%	21.5%	0.0%	13.6	i	9.0%
CC1CCc2noc(NC(=O)c3ccc([N+](=O)[O-])cc3)c2C1 (configuration not stated)	-0.2%	3.3%	nt	nt	nt	-8.1%	nt	i	nt
Cc1cccc(C)c1NC(=O)COC(=O)c1nonc1N	-10.8%	nt	-1.6%	-11.3%	3.6%	6.6%	-6.4	nt	2.3%
Cc1nc2c(OCc3ccc(Cl)cc3)cccn2c1N(C)C(=O)CCC1CCCC1	?	5.2%	nt	nt	18.2%	-7.6%	11.6	i	14.5%
CCN1CCN(C(=S)Nc2ccc(Cl)cc2)CC1	10.6%	4.0%	2.4%	-1.7%	0.7%	-1.5%	-7.3	i	1.7%
CC(=O)c1ccc(S(=O)(=O)N(C)CC(=O)N2CCCCCC2)cc1	-4.3%	8.6%	-8.9%	-7.0%	9.5%	1.5%	-2.4	i	9.6%
COc1ccc(CN2CCC[C@]3(N[C@H](c4ccc(OC)cc4)[C@@H]4C(=O)N(C)C(=O)[C@@H]43)C2=O)cc1	13.3%	1.5%	nt	nt	5.1%	7.0%	9.1	i	4.9%
O=c1[nH]c(Nc2ccccn2)cc2ccccc12	0.0%	23.8%	0.2%	-83.5%[inhibitor]	2.1%	-27.1%	24.1	i	6.6%
CCCCNC(=O)C1(C)CCN1C(=O)c1ccncc1 (configuration not stated)	0.0%	5.0%	nt	nt	9.2%	1.5%	7.7	i	11.2%
NCCCC(=O)N1c2ccccc2Sc2ccc(Cl)cc21	-4.4%	-19.4%	-2.6%	22.6%	?	-20.5%	?	i	?
CC(=O)Nc1ccc(N=NN2CCOCC2)cc1	21.1%	22.4%	7.4%	-11.2%	1.6%	-12.1%	-9.9	i	6.4%
O=C(O)C1CCN(Cc2cccnc2)CC1	1.6%	-8.1%	0.3%	-22.8%	2.9%	1.9%	8.6	i	28.8%

Whole records from above. Order of values: KB-3-1 cytotox | ATXN2 expr inh | MCF10A rerep | SW480 rerep | HT1080 IDH1KD tx | HepG2 viability | IL1B secr inh | ATXN viability | HT1080-NT tox
CCCCNC(=O)C1(C)CCN1C(=O)c1ccncc1 (configuration not stated) as listed: 0.0% | 5.0% | nt | nt | 9.2% | 1.5% | 7.7 | i | 11.2%
O=c1[nH]c(Nc2ccccn2)cc2ccccc12 as listed: 0.0% | 23.8% | 0.2% | -83.5%[inhibitor] | 2.1% | -27.1% | 24.1 | i | 6.6%

Later entries:
SMILES	KB-3-1 cytotox	ATXN2 expr inh	MCF10A rerep	SW480 rerep	HT1080 IDH1KD tx	HepG2 viability	IL1B secr inh	ATXN viability	HT1080-NT tox
C[N+](C)(C)C(Cc1ccccc1)C(=O)[O-] (configuration not stated)	0.0%	9.2%	0.0%	?	5.4%	13.3%	2.2	i	5.2%
CC1CCCC(C(=O)O)N1C(=O)CCSSCCC(=O)N1C(C)CCCC1C(=O)O (configuration not stated)	16.1%	-11.2%	-1.3%	-12.8%	-0.2%	-5.1%	19.3	i	13.3%
CCn1ncc(Br)c1C(=O)Nc1cccc(F)c1	4.3%	-4.3%	2.5%	1.0%	4.5%	1.2%	16.2	i	-4.7%
CC(C)CC(NC(=O)c1ccco1)C(=O)Nc1ccc2c(c1)OCCO2 (configuration not stated)	14.7%	3.0%	-11.5%	-1.3%	-0.9%	-8.0%	13.9	i	-6.4%
COc1ccc(CN2C(=O)CCC2(C)c2nnnn2-c2ccc3c(c2)OCCO3)cc1OC (configuration not stated)	7.2%	6.0%	nt	nt	10.9%	nt	14.6	i	6.6%
COc1ccccc1-n1nnnc1S(=O)(=O)Cc1ccc(Cl)cc1	?	14.1µM*	16.4µM*	?	16.4µM*	-82.4%	-118.5*	nt	20.6µM*
CCN(CC)C(=O)OCc1c(-c2ccccc2)ncc2ccccc12	-11.4%	5.4%	1.8%	0.6%[9.22 µM]	9.7%	-10.7%	-26.2	i	-0.8%
COc1ccc(N(CC(=O)N2CCN(Cc3ccccc3)CC2)S(C)(=O)=O)cc1Cl	?	-17.3%	3.0%	7.7%	-5.3%	-20.6%	?	i	-3.0%
O=C(N/N=C/c1ccc([N+](=O)[O-])cc1)c1cccc(N2CCCC2=O)c1	nt	0.7%	?	-6.3%	2.9%	6.5%	-9.6	i	8.9%
O=C(c1ccc(OC2CCN(Cc3cccc(OCCO)c3)CC2)cc1)N1CCCC1	19.0%	0.2%	-3.4%	-3.5%	4.1%	3.5%	-13.1	?	-1.8%
CC1CCCN(S(=O)(=O)c2ccc(C(=O)Nc3nnc(-c4ccncc4)o3)cc2)C1 (configuration not stated)	?	-36.6%[11.3 µM]	16.8%	?	-27.2%	-56.0%	93.3	i	-18.2%
Cc1ccsc1CN(C)C(=O)CN1C(=O)NC(c2ccccc2)(c2ccccc2)C1=O	?	5.0%	9.2%	-5.4%	-0.2%	-6.4%	?	i	-2.0%
O=C(Cn1c(-c2cscn2)nc2ccccc21)Nc1ccc2ccccc2c1	-5.6%	13.4%	?	24.8%	?	-9.7%	0.7	i	?
O=C(C1CCCN1C(=O)c1cccs1)N1CCN(Cc2ccc3c(c2)OCO3)CC1 (configuration not stated)	-2.8%	-0.5%	2.7%	-1.5%	0.4%	-9.5%	25.7	i	4.9%
Cc1ccc(N2CCN(C(=O)C3CCCN(c4ncnc5c4nc4n5CCCCC4)C3)CC2)c(C)c1 (configuration not stated)	?	nt	18.3%	-20.9%	-0.1%	-11.8%	2.5	i	-1.7%
COc1ccccc1CNS(=O)(=O)c1ccc2c(c1)N(C(C)=O)CC(C)S2 (configuration not stated)	-5.0%	-9.5%	-2.8%	-16.5%	?	-5.9%	-1.2	i	-14.6%
O=C(Cn1cnc([N+](=O)[O-])n1)N/N=C/c1ccc(O)cc1O	2.8%	-34.4%	-1.2%	11.6µM*	18.4µM*	-4.7%	149.8	i	?
Cc1ccc(-c2cc(C(=O)Nc3ccc(S(=O)(=O)Nc4onc(C)c4C)cc3)[nH]n2)c(O)c1	-7.3%	9.3%	-2.4%	7.2%	2.5%	-30.0%	17.5	i	-4.3%
COc1ccc(Br)cc1S(=O)(=O)Nc1cccc(C)n1	5.0%	12.5%	-3.1%	-4.9%	0.9%	4.6%	10.0	i	5.5%
COc1ccc(OC)c(NC(=O)C2CCN(S(=O)(=O)c3c(C)noc3/C=C/c3ccc(C)cc3)CC2)c1	-8.3%	-8.7%	nt	nt	nt	1.6%	nt	i	nt
CN(C)/C=C1\C(=O)N(c2ccc(Oc3ccccc3)cc2)CS1=O (configuration not stated)	11.4%	15.8%	-183.2%[0.0737 µM]	9.7%	18.8%	-6.6%	9.1	i	0.6%
O=C(C[n+]1cccc2ccccc21)c1ccc(Br)cc1	-14.1%	nt	23.0%	?	-17.2%	-18.8%	-13.6	i	-19.1%
Cn1c(CCN2CCCCC2)nc2cc(NC(=O)C3CCCCC3)ccc21	-3.6%	-0.7%	3.0%	-15.7%	0.6%	-15.2%	?	i	-6.5%
C=CC[C@H](CC(=O)N[C@H](CO)Cc1ccccc1)C(=O)N[C@H](COC(=O)[C@@H](CC=C)Cc1ccc(F)cc1)Cc1c[nH]c2ccccc12	0.5%	-13.2%	18.9%	1.1%[9.22 µM]	-7.0%	-9.0%	-9.9	?	-4.6%
